SARS 3CLpro inh: SARS-CoV 3CLpro protease inhibition | P0C6X7 | recombinant SARS-CoV 3CLpro, quenched FRET peptide cleavage | inhibition, % at 6 µM | 290,000 compounds, 0.14% hits; in the data active = inhibition above about 12%
BH1578 lux ind: quorum light induction in luxS cqsA deficient V. cholerae; V. cholerae BH1578 lux reporter, luminescence, 6 h; activation, % at 18.7 µM; 350,000 compounds, 0.16% hits; AID 588436; in the data active = activation mostly above about 9.7%, no sharp cut-off; note: not every result past the cut was called active; inactives centre near 0; reference of the scale not given here
CCHFV vOTU inh: CCHFV vOTU protease inhibition; Pep-AMC fluorescence; inhibition, % at 11.5 µM; 370,000 compounds, 0.55% hits; AID 651958; in the data active = inhibition above about 30%; note: 0% = vehicle wells with enzyme and 100% = no enzyme wells
PrPC TRFRET: cell surface PrPC inhibition, primary TR-FRET screen; 370,000 compounds, 0.43% hits; inhibition, % at 13.8 µM; TR-FRET read-out; P04156; AID 720596; in the data active = inhibition above about 24%; note: 0% = median of the test wells and 100% = reference compound wells
SSB-PriA inh: inhibitors of Klebsiella pneumoniae PriA binding to SSB C-terminal tail | AlphaScreen SSBct-PriA binding, biotinylated peptide | inhibition, % at 33 µM | 430,000 compounds, 0.6% hits | AID 1272365; in the data active = inhibition mostly above about 37%, no sharp cut-off; inactive = mostly below about 20%;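 note: plate controls were negative control peptide for no effect and reference peptide for full effect; strong numbers were not always called active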
MazEF act: activators of E. coli MazEF toxin-antitoxin RNase; FAM/BHQ RNA-DNA oligo cleavage fluorescence, 5 h; activation, % at 20 µM; 350,000 compounds, 0.32% hits; in the data active = activation above about 50%
Target sequence (P0AE70 whole entry, looked up): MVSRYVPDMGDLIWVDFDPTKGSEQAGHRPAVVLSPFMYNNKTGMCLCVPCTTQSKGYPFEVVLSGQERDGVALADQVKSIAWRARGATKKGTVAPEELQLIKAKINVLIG
TcdB inh: blocks C. difficile toxin B glycohydrolase activity | inhibition, % at 9.99 µM | 350,000 compounds, 0.24% hits | P18177 | TcdB glycohydrolase enzymatic assay, plate reader | AID 652162; in the data active = inhibition above about 10%
Rv3671c protease: inhibits the M. tuberculosis serine protease Rv3671c; inhibition, % at 5.96 µM; 320,000 compounds, 0.048% hits; P9WHR9; in the data active = inhibition above about 38%;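 note: extracellular domain of Rv3671c used as enzyme; 0% = enzyme with DMSO and 100% = no enzyme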
Target sequence (P9WHR9 whole entry, looked up, the tested form may be a part): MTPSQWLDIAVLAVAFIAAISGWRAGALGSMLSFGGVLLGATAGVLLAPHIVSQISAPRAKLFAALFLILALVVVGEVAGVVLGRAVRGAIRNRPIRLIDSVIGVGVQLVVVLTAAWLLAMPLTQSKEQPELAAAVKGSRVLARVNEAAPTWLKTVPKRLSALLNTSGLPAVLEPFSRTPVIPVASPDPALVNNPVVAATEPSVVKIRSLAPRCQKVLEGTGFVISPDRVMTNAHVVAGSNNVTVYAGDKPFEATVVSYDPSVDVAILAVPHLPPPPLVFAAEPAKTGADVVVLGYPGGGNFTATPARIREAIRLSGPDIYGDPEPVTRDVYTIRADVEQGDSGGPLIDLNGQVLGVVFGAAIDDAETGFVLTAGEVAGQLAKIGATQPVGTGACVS
Y pestis TopoI: inhibitors of Yersinia pestis topoisomerase I. Y. pestis Topo-I cleavage product accumulation, plate reader. activity, % at 10 µM. 360,000 compounds, 0.064% hits. AID 504884; in the data active = activity above about 50%, passing the limit was not always enough; note: inactives centre near 2
VHR inh abs: DUSP3 (human) phosphatase inhibition. recombinant VHR phosphatase, pNPP absorbance. AID 1654. 290,000 compounds, 0.52% hits. P51452. inhibition, % at 13.3 µM; in the data active = inhibition above about 50%; note: some compounds called inactive have numbers as strong as hits
Target sequence (P51452 whole entry, looked up): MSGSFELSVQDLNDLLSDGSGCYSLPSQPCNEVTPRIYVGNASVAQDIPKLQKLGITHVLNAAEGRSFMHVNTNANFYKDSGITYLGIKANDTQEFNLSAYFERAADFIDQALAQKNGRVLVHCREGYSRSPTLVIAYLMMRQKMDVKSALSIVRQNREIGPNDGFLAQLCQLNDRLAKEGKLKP
* marks the source's active call; other numbers are inactive results; i = inactive; . = no result given; & = joins results of further samples. A portion of the library. The share of hits here may be higher or lower than overall.

SMILES	SARS 3CLpro inh	BH1578 lux ind	CCHFV vOTU inh	PrPC TRFRET	SSB-PriA inh	MazEF act	TcdB inh	Rv3671c protease	Y pestis TopoI	VHR inh abs
CN(C)CCNC(=O)Nc1ccc(Cl)c(Cl)c1	6	-0.2	-7	-5	-9	2	.	-10	-6	14
O=C(NC1CCCCCCC1)c1ccc(F)cc1	-1	0.8	-11	9	-4	9	0.9	-5	12	-1
Cc1ccc2cc(C#N)c(NCc3ccccc3)nc2c1	0	-0.3	-2	6	-15	-5	1.7	-5	1	24
O=C(NCC1c2ccccc2CCN1C(=O)CN1CCOCC1)C1CCCCC1 (stereo not given)	2	-0.2	-10	3	-12	-8	.	10	7	11
N#CC(C(=O)NCCc1ccccc1)c1nc2ccccc2nc1N1CCCCC1 (stereo not given)	5	-0.1	11	-1	-4	150*	.	4	-6	11
CCCN(CCC)c1ccc(C(O)c2nnc(-c3ccccc3)o2)cc1 (stereo not given)	2	-0.3	-8	0	-13	-1	1.8	8	11	24
COC(=O)C1CCN(C(=O)NC(C)(C)C)CC1	0	-0.3	18	-1	-2	14	.	6	1	3
C[C@@H]1Cn2cnc(C(=O)NCc3ccc(CNC(=O)OC(C)(C)C)cc3)c2C(=O)N1	.	-0.4	-10	-1	.	-2	1.4	.	1	.
O=C(NC(c1ccc(-c2ccccc2)cc1)c1cnccn1)C1CCN(CCN2C(=O)c3ccccc3C2=O)CC1 (stereo not given)	.	1.7	-8	-8	.	.	-0.1	.	34	.
COc1cccc(-c2nn(-c3ccccc3)cc2CN(C)Cc2ccon2)c1	-1	-0.3	8	9	-17	-11	-4.4	-3	12	12
Oc1[nH]c2ccc(Br)cc2c1N=Nc1nn[nH]n1	6	-2.4	19	-8	-3	-2	1.2	2	-5	25
Cc1ccccc1NC(=O)CSc1nc2ccccc2c2nc(CCn3cncc3C)nn12	1	-0.5	3	-5	1	13	0.6	5	-3	-2
CCS(=O)(=O)N1CCC(C(=O)Oc2ccc(Cl)cc2)CC1	-5	i	-10	4	-2	2	0.1	0	6	11
CC1=C(C(=O)Nc2ccccc2C)C(c2ccc(C)o2)N2C(=O)CSC2=N1 (stereo not given)	-2	-0.2	4	-5	0	-6	0.2	-3	23	-5
CCc1nc(OCc2ccccc2)c2sc3nc4c(cc3c2n1)COC(C)(C)C4	3	i	-8	5	-12	10	.	7	5	16
Cn1cccc1C1NC(=O)c2c(sc3c2CCC(C(C)(C)C)C3)N1 (stereo not given)	-2	-0.2	1	0	3	2	.	-1	-2	9
CC(C)(C)CC(=O)Nc1nnc(CCc2ccccc2)s1	0	-0.4	6	5	-2	-21	-4.1	-3	-5	-42
Cn1c(O)c(N=NC(=O)CNC(=O)c2ccccc2)c2cc(Br)ccc21	-1	-0.4	-3	-21	-15	-4	-0.6	-3	22	43
Cc1cc(C)c(C(=O)COC(=O)c2cccc(S(=O)(=O)NCc3ccccc3)c2)cc1C	-1	-0.4	11	1	-15	2	0.3	-69	39	-8
CC(C)(C)OC(=O)C[C@H]1C/C=C\C[C@@H](CC(=O)N[C@@H](CO)Cc2ccccc2)C(=O)N2CCC[C@@H]2COC1=O	.	-0.5	-5	0	.	0	1.3	1	3	.
Cc1cc[n+]2cc(-c3cccc([N+](=O)[O-])c3)c(-c3cccc([N+](=O)[O-])c3)cc2c1	4	-0.6	9	-27	5	18	.	0	-11	24
COc1ccccc1C1(O)CCN(CC(=O)Nc2c(C)nn(C)c2C)CC1	2	i	-3	-5	-1	5	.	5	7	3
O=C(Nc1nnc(-c2ccco2)s1)C1CCN(S(=O)(=O)c2ccc(Cl)cc2)CC1	4	-1.6	10	-8	-8	0	-0.2	5	-1	21
CCOc1ccc(S(=O)(=O)Nc2ccc3c(c2)OCO3)cc1	-7	0.2	-1	4	0	7	0.9	-10	12	4
COc1cccc(CNc2ncn[nH]2)c1OCc1ccc(F)cc1	0	-1.0	-2	-1	10	10	0.4	-2	0	24
Cc1nnc(SC(C)C(=O)NCC2CCCO2)s1 (stereo not given)	.	i	1	2	-8	-4	0.6	3	0	.
O=C(Nc1cccc(NC(=O)c2ccccc2[N+](=O)[O-])n1)c1ccccc1[N+](=O)[O-]	4	i	3	-18	1	3	.	-11	-13	31
O=C1C(C=NCc2ccco2)=C(O)c2ccccc21	2	-0.1	16	0	-4	1	.	-3	-3	17
CCn1c(SCC(=O)Nc2ccccc2)nnc1C1CCCCC1	0	i	5	3	6	3	.	9	4	0
COC(=O)c1cnn(-c2nc(-c3ccccc3)cs2)c1N	1	70*	7	-7	-3	-8	0.9	-1	7	7
CC(C)N(C(=S)Nc1cc(S(=O)(=O)N2CCOCC2)ccc1Cl)c1ccccc1	3	-0.4	4	7	3	4	.	3	-6	22
CCc1nnc(NC(=O)c2ccc3c(c2)C(=O)N(CC(C)C)C3=O)s1	0	.	4	-1	.	.	.	.	.	0
Cc1ccc(OCC(=O)NC(=S)Nc2cccc(NC(=O)c3ccccc3)c2)cc1	1	-0.3	1	-3	-1	26	.	0	26	-2
O=C(CSc1nnnn1C1CCCCC1)N1CCc2ccccc21	-4	-0.3	8	-4	-4	-4	2.1	-1	-7	-8
CC(=O)c1ccc(N2CCN(C(=O)c3nn(C)c4c3CS(=O)(=O)c3ccccc3-4)CC2)cc1	-5	i	10	-3	-6	5	0.8	-3	-1	5
CN1CCc2nc3sc(C(=O)NCc4ccccc4)c(N)c3cc2C1	-5	-0.3	-2	-30	10	12	1.5	4	-18	13

Taken from above.
Result for Cc1ccccc1NC(=O)CSc1nc2ccccc2c2nc(CCn3cncc3C)nn12 under Y pestis TopoI: -3
Result for CCOc1ccc(S(=O)(=O)Nc2ccc3c(c2)OCO3)cc1 under BH1578 lux ind: 0.2

Remaining list, next part
SMILES	SARS 3CLpro inh	BH1578 lux ind	CCHFV vOTU inh	PrPC TRFRET	SSB-PriA inh	MazEF act	TcdB inh	Rv3671c protease	Y pestis TopoI	VHR inh abs
CC1=CC(C)C(COC(=O)CN2CCCCC2)C(C)C1 (stereo not given)	6	-1.1	5	-9	-14	-5	-0.1	5	-4	5
COCCNC(=O)C(=O)Nc1cccc(Br)c1	0	-0.5	-11	2	-9	3	1.2	-7	11	5
CCn1c(-c2sc(-c3ccccc3)nc2C)n[nH]c1=S	-4	-1.0	2	5	11	-1	0.6	-3	7	13
O=C(CNC(=O)c1ccccc1F)OCC(=O)c1ccc(Cl)s1	-10	-0.5	18	-2	-3	6	2.0	-1	7	-2
CS(=O)(=O)c1cccc(C(=O)OCCCC(=O)c2ccccc2)c1	.	-1.1	1	-4	-4	4	1.2	-5	7	.
CC1CC(C)CN(c2oc(-c3ccco3)nc2C#N)C1 (stereo not given)	-4	-0.5	-33	0	21	-2	2.2	0	4	4
CCN(C(=O)COC(=O)CNC(=O)c1sc2ccccc2c1Cl)C1CCCCC1	.	-7.1	17	16	-6	-3	1.4	-12	-7	.
COc1ccc(NC(=O)c2ccc3ccccc3n2)cc1S(=O)(=O)Nc1ccccc1Cl	-7	-0.6	18	3	-13	-13	.	-68	9	2
CCCc1cc(=O)[nH]c(SCC(=O)c2cc(C)n(CCC)c2C)n1	4	i	7	3	-9	4	.	-2	23	6
CCCCn1c(=N)n(CCOc2ccc(C)cc2)c2ccccc21	2	-0.3	12	0	1	34	.	-4	16	-8
CCc1ccccc1Oc1nc(NCCOC)nc2cc(-c3ccccc3)sc12	.	i	0	-3	.	.	1.3	.	31	.
Clc1ccsc1-c1csc(-c2cccnc2)n1	1	i	-3	4	-36	5	.	-5	30	7
CCN(CC)CCOc1nnc(-c2ccc(OC)cc2)c2ccccc12	1	i	7	-6	-5	5	0.1	6	11	33
CCN(CC)C(=O)c1cc(-c2ccc3c(c2)OCO3)on1	3	i	5	10	3	1	1.3	-2	5	-19
Oc1ccc(N=Cc2sc3ccccc3c2Cl)cc1	2	-0.1	97*	-16	25	-4	1.4	-22	-7	-4
CC(C)CN1CCC(=O)N(CCOc2ccccc2)CC1	-5	3.7	3	-2	-18	3	0.5	16	3	32
COC(=O)c1cc(C#N)c(Oc2ccc(OC)cc2)nc1C	2	i	1	11	-20	12	.	-3	-3	13
Cc1[nH]nc2c1C(c1cnn(C)c1)C(C#N)=C(N)O2 (stereo not given)	-3	i	-2	-3	-2	-5	1.2	5	4	5
O=Cc1cn(CCC(=O)O)nc1-c1cccc2ccccc12	3	-1.8	3	7	5&-7	-17	1.4	-6	-4	15
O=[N+]([O-])c1cccc(-n2nnnc2CN2CCCCCC2)c1	3	i	-8	-13	-3	0	.	-1	-5	7
CCc1ccc(-c2csc(NC(=O)C3=COCCO3)n2)cc1	.	6.2	17	12	-3	3	-5.4	-19	22	.
CCCOc1ccc(/C(O)=C2/C(=O)C(=O)N(CCCOC)C2c2ccncc2)cc1 (stereo not given)	-2	i	14	6	.	7	.	1	-5	-2
O=C(CCN1CCCCC1)Nc1cccc(Cl)c1	2	-0.3	6	-3	-3	4	.	6	-1	23
Cc1nn(Cc2ccccc2)c(Cl)c1/C=C/C(=O)OC(C(=O)NC(N)=O)C(C)C (stereo not given)	-5	-0.8	23	4	3	-1	1.4	3	17	22

4 records picked at random from those above:
SMILES	SARS 3CLpro inh	BH1578 lux ind	CCHFV vOTU inh	PrPC TRFRET	SSB-PriA inh	MazEF act	TcdB inh	Rv3671c protease	Y pestis TopoI	VHR inh abs
CC(C)CN1CCC(=O)N(CCOc2ccccc2)CC1	-5	3.7	3	-2	-18	3	0.5	16	3	32
Cc1nn(Cc2ccccc2)c(Cl)c1/C=C/C(=O)OC(C(=O)NC(N)=O)C(C)C (stereo not given)	-5	-0.8	23	4	3	-1	1.4	3	17	22
O=Cc1cn(CCC(=O)O)nc1-c1cccc2ccccc12	3	-1.8	3	7	5&-7	-17	1.4	-6	-4	15
Oc1ccc(N=Cc2sc3ccccc3c2Cl)cc1	2	-0.1	97*	-16	25	-4	1.4	-22	-7	-4

More records follow:
SMILES	SARS 3CLpro inh	BH1578 lux ind	CCHFV vOTU inh	PrPC TRFRET	SSB-PriA inh	MazEF act	TcdB inh	Rv3671c protease	Y pestis TopoI	VHR inh abs
Cc1ccc(-c2cnc(C(O)c3ccc(Cl)c(Cl)c3)[nH]2)cc1 (stereo not given)	.	-3.0	2	8	.	.	1.0	.	-16	.
C=CCNC1=C(Cl)C(=O)N(c2cccc(Cl)c2Cl)C1=O	3	i	8	1	-48	2	.	-2	-5	32
Cc1ccc(C(=O)Nc2ccc(S(=O)(=O)NCc3ccco3)cc2)cc1	0	-14	12	-7	-17	5	.	7	14	2
COCCCNC(=O)CN(Cc1ccccc1)S(=O)(=O)c1ccccc1	-2	i	-13	5	-21	7	2.0	-4	-4	5
CCCCCCC[C@@H](C/C=C/CCC(=O)O)OC	.	i	-2	-1	0	-10	-0.6	5	6	.
Cc1cc(C)nc(N2C(=O)CC(Cc3ccccc3)C2=O)n1 (stereo not given)	1	-0.5	-2	-1	16	2	.	2	1	-15
CC(=O)Nc1cccc(NC(=O)CSc2nc3ccccc3o2)c1	1	-0.4	8	-2	8	-4	0.2	-4	9	-8
COc1c(C(=O)Nc2c(C)n(C)n(-c3ccccc3)c2=O)ccc2ccccc12	6	-0.3	-5	-12	-9	-8	.	-5	-1	-9
Cc1ccc(-c2nc3ccccc3c(=O)n2N)cc1	-4	-0.4	-6	2	-17	10	0.8	6	-3	4
C/C(=N\NC(=O)CSCc1ccc([N+](=O)[O-])cc1)c1ccccc1O	-1	-0.4	4	-4	.	0	.	9	-2	-14
C=CCOc1ccc(CNc2ccc3[nH]c(=O)[nH]c3c2)cc1	-3	-1.7	-8	6	12	1	0.4	5	-8	-9
O=C(COC(=O)Cc1c[nH]c2ccccc12)NC1CCS(=O)(=O)C1 (stereo not given)	.	i	-2	-3	-20	1	0.4	8	0	.

High-throughput results as filed in PubChem.
